Bioassay records as filed in PubChem BioAssay.
KDM5B inhibitor: KDM5B demethylase inhibition. AID 1347165. KDM5B demethylase, FDH-coupled NADH fluorescence (FDH is formaldehyde dehydrogenase). Q9UGL1. Potency, µM (series often up to 57.7 µM), inactives show at the highest dose activity change, negative = inhibition, actives largely listed as inhibitors. 220,000 tested, 2.6% active; active = well fitted inhibition curve with a large enough effect; inconclusive = small, poorly fitted or top-dose-only effect; inactive = no such curve, though single readings can be large or run the other way; note: 0% is about no effect; nearly all actives have a fitted effect of over 70% in size
Target sequence (Q9UGL1 whole entry, looked up): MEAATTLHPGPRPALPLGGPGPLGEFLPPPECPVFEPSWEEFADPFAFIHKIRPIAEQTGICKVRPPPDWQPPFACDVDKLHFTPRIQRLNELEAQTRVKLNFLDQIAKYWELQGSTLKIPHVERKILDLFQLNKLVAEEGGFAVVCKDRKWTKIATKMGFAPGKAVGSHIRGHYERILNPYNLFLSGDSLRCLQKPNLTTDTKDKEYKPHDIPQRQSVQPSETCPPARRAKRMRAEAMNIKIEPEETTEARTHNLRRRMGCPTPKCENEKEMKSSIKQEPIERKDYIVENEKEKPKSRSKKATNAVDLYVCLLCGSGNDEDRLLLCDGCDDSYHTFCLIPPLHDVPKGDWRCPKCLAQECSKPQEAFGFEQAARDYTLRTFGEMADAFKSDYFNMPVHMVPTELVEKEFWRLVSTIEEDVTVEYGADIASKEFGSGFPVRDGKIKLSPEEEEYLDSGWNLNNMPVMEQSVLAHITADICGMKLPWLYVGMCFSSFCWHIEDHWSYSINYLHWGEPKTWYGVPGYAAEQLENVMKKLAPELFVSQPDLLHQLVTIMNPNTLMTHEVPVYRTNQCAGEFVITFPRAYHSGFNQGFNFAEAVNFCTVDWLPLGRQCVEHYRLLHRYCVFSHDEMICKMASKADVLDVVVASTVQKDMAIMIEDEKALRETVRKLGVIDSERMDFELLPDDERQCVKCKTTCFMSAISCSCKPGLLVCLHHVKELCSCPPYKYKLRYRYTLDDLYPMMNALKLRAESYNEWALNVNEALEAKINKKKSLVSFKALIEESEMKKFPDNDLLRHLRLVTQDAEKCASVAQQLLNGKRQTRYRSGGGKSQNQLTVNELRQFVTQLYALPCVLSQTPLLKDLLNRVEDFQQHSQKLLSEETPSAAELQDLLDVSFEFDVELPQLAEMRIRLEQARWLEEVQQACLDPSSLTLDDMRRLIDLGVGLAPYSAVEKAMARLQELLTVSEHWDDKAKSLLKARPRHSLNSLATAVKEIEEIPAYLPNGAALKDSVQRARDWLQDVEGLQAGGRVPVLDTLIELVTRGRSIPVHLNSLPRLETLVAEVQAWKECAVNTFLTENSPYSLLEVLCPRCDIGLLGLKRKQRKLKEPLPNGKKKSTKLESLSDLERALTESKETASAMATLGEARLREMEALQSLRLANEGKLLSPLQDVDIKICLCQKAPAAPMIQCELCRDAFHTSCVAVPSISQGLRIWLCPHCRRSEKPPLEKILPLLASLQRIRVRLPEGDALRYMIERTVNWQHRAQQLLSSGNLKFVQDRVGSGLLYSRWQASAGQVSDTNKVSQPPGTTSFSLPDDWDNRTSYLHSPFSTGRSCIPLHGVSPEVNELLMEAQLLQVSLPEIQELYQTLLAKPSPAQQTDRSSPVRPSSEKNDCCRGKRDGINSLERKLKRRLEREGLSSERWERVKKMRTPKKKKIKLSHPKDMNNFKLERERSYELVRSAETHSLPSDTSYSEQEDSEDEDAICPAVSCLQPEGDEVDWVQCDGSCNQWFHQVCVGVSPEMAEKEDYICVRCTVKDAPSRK
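Here, H3K4me3 peptide (12.5 µM in substrate mix) is demethylated by KDM5BΔAP, 200 nM final, after 10 min compound exposure. Formaldehyde product is coupled through FDH (0.25 U/mL in mix) to NADH fluorescence; 30-min ΔRFU feeds dose-response curves.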
Numbers without * were called inactive; i = inactive; ? = inconclusive; [ ] = another dose, or the depositor's remark. Potency is the fitted concentration of half-maximal effect. These rows are one share of the data. The share of hits here may be higher or lower than overall.

KDM5B inhibitor,structure
-19.1%,CCOC(=O)c1ccccc1NC(=O)Cn1c(=O)n(Cc2ccccc2)c(=O)c2c(C)c(C)sc21
5.8%,CS(=O)(=O)N1CCC(OC2CCN(C(=O)c3cccc(Cl)c3)CC2)CC1
19.6%,O=C(CSc1nnc(CNC(=O)c2c(F)cccc2F)o1)NCc1ccccc1
7.4%[86.2 µM],CC1(C)C(=O)N(Cc2ccccc2F)[C@H]2CN(Cc3cccnc3)C[C@@H]2[S+]1(=O)[O-]
-16.2%,COC(=O)c1cnc(N2CCCCC2C)c2ccccc12 (centres undefined)
?,CC1CCCCN1CCCNC(=O)c1ccc2c(c1)sc1nc(-c3ccc(F)cc3)cn12 (centres undefined)
15.8µM*,Cc1ccc2c(C(=O)NCc3ccc(C(F)(F)F)cc3)cc(NC(=O)C(C)C)cc2n1
17.7%,Cc1ccnc(NC(=O)c2cnc3ccccc3n2)c1
?,CCOc1ccccc1/C=C(/C#N)C(=O)c1cccc(OC)c1
1.5%,CCOCc1nc(C2CCCN(C(=O)C(C)C)C2)no1 (centres undefined)
?,COc1cccc(CC(=O)N2CCN(c3cc(-c4cccs4)[nH]n3)CC2)c1
37.1%[activator],O=C(c1cc[n+]([O-])cc1)N1CCC(C2CCN(Cc3cccnc3)CC2)C1 (centres undefined)
-17.1%,NC(=O)C1(N2CCCCC2)CCN(C(=O)Nc2ccc(F)cc2F)CC1
35.5µM*,Cc1nnn2c(C(=O)NC3CC3)cccc12
7.4%,O=C(NCc1ccco1)C1CCN(C(=O)c2ccc([N+](=O)[O-])cc2)CC1
-19.4%,CCN(CC)CCN1C(=O)C(O)=C(C(=O)c2cc3cccc(OC)c3o2)C1c1ccc(F)cc1 (centres undefined)
5.6%,CC1CC(C)CN(C(=O)COC(=O)c2ccc(S(=O)(=O)N(C)c3ccccc3)cc2)C1 (centres undefined)
-14.1%,COc1ccc2nc(SCC(=O)Nc3nc(C)cs3)[nH]c2c1
25.2%,CC1CCCc2c1nc1sc3c(c1c2-c1cccc(F)c1)CCCC3 (centres undefined)
?,Cc1ccc(NC(=O)C(Cc2ccccc2)n2cccc2)cc1C (centres undefined)
28.2µM*,COc1cc2c(cc1OC)C(C[C@H]1CN(C(=O)c3ccc(N(C)C)cc3)CC[C@H]1CC(=O)O)=NCC2
?,CCc1ccc(CNC(=O)CCSCc2ccccc2F)cc1
21.0%,Cc1ccc(OCCn2c(CN3CCCCC3)nc3ccccc32)cc1
6.3%,Cc1cnc(C(=O)N2CCCN(S(=O)(=O)c3ccccc3)CCC(=O)NCC2)cn1
?,COC(=O)[C@@H]1Cc2ncn(Cc3ccc(Cl)cc3)c2CN1C(=O)c1ccc(C#N)cc1
-7.3%,CC(=O)c1ccc(S(=O)(=O)N2CCN(c3nc(-c4cccnc4)nc4ccccc34)CC2)cc1
?,COc1cccc(N2CCN(C(=O)CCCCCn3c(=O)[nH]c4ccccc4c3=O)CC2)c1
-14.0%[86.2 µM],Cc1nn(-c2ccccc2)c(C)c1[C@@H]1C=C[C@@H](NC(=O)CC(C)(C)CC(=O)O)C1
19.5%,O=C(NC1CC2CCC1C2)C1(c2ccccc2)CCC1 (centres undefined)
-28.4%,COc1ccc(-c2cnc3n2CC(C(=O)NCCCN2CCN(C)CC2)CC3)cc1 (centres undefined)
0.9%,COc1ccc(-c2noc(CC(=O)N(C)c3ccccc3F)n2)cc1
8.7%,COc1ccc(-n2c(=O)[nH]c3cc(C(=O)NCCc4ccc(OC)c(OC)c4)ccc3c2=O)c(OC)c1
8.3%,Cc1noc(C)c1S(=O)(=O)N(C)CC(=O)Nc1ccccc1C(C)C
4.0%[86.2 µM],COc1ccc(NC(=O)N[C@H]2[C@H](O)[C@@H](Oc3ccccc3)[C@@H]3OC[C@H]2O3)cc1
12.1%,COc1cccc(C(=O)OCc2nc(N)c3ccccc3n2)c1O
-12.3%,COc1ccc(Cl)cc1NC(=O)CSc1ccc(-c2sc(C)nc2C)nn1
7.1%,COCC(=O)N1CCC([C@H]2[C@@H](OC)C(=O)N2C(C)C)CC1
?,Cc1cccc(-n2c(=O)c3c(c4cc(C)ccc4n3C)n(CC(=O)N3CCCC3)c2=O)c1
-17.6%[86.2 µM],O=C(COc1ccccc1)N1CCC(Oc2cnc3c(ccn3-c3cncnc3)c2)CC1
-13.7%,CCn1c(=O)c2cc(C(=O)Nc3cc(F)ccc3F)sc2c2ccccc21
-13.1%[149 µM],O=C1Nc2ccccc2CNC12CCN(CC1CCCC1)CC2
?,Cc1nn(-c2ccc(F)cc2)c(-n2cccc2)c1C(=O)NCCc1ccc(Cl)cc1
-1.5%,Cc1ccc(OCC2Cn3c(nc4c3c(=O)[nH]c(=O)n4C)O2)cc1C (centres undefined)
14.9%,CCSc1ncc(CO)c(N)n1
i,CNC(=O)c1cc2cc(-c3c(C)noc3C)nc(-c3cnn(C)c3)c2o1

Five entries already listed, sorted by the value under KDM5B inhibitor, ascending.
| Structure | KDM5B inhibitor |
| --- | --- |
| CCn1c(=O)c2cc(C(=O)Nc3cc(F)ccc3F)sc2c2ccccc21 | -13.7% |
| Cc1ccc(OCC2Cn3c(nc4c3c(=O)[nH]c(=O)n4C)O2)cc1C (centres undefined) | -1.5% |
| COCC(=O)N1CCC([C@H]2[C@@H](OC)C(=O)N2C(C)C)CC1 | 7.1% |
| COc1cccc(C(=O)OCc2nc(N)c3ccccc3n2)c1O | 12.1% |
| CCSc1ncc(CO)c(N)n1 | 14.9% |

(list continues)
KDM5B inhibitor,structure
3.6%,O=C(NC(=O)c1ccccc1)Nc1ccc(-n2nc(C(F)(F)F)cc2C(F)(F)F)cc1
-2.4%,CCOCCCNCc1ccc(C(C)C)cc1
31.6µM*,O=c1ncn(CC2CC2)c2ccc(-c3ccc(F)cc3F)nc12
-19.3%,N#Cc1ccc(C(=O)Nc2ccc3n(c2=O)C[C@H]2C[C@@H]3CN(C(=O)NC3CCCCC3)C2)cc1
-31.7%,O=C1CCCCC(Cc2ccccc2)(C(=O)NCc2cccc(F)c2)N1 (centres undefined)
0.1%,Clc1ccc(CCNc2nc3cc(Cl)c(Cl)cc3n3cnnc23)cc1
17.4%,CSCCC(NS(=O)(=O)c1ccc2c(c1)oc(=O)n2C)C(=O)Nc1ccc(C)c(F)c1 (centres undefined)
-1.6%,O=C(C[n+]1ccc(/C=N/O)cc1)N1CCCCC1
-5.4%,CCOc1ccc(CCNC(=O)c2noc(C)c2Cn2nc(C)cc2C)cc1OCC
22.7%,CCN(C(=O)CN1C(=O)NC2(CCC(C)CC2)C1=O)c1cccc(C)c1 (centres undefined)
-8.6%,Cc1ccc(-c2cc(NC(=O)COc3c(C)cc(C)cc3C)on2)cc1
16.5%,O=C(NCCc1ccccc1)C12CC3CC(CC(Cl)(C3)C1)C2
?,Cc1ccc(NC(=O)Cn2c(-c3nonc3N)nc3ccccc32)cc1C
-0.2%,N#Cc1cccc(NC(=O)CSc2ccccc2C(=O)Nc2ccc3c(c2)OCCCO3)c1
-3.6%,COc1ccc(OC)c(NC(=O)c2cnc(N3CCOCC3)c3ccccc23)c1
-6.1%,CCOCC(=O)N1CCC2(CCC(=O)N(CC3CC3)CC2)CC1
17.3%,Cc1ccnc2nc(C(=O)OCC(=O)Nc3ccccc3)nn12
4.2%,COc1ccc(C)cc1-n1c(SCC(=O)Nc2ccc(C(N)=O)cc2)nc2ccccc2c1=O
?,CC(C)N(Cc1cn(Cc2ccccc2)nc1-c1cc2ccccc2o1)CC1CCC(=O)N1 (centres undefined)
0.7%,COc1ccc(NC(=O)C2CC(=O)N(C3CCCC3)C2)cc1S(=O)(=O)N1CCCCC1 (centres undefined)
45.5%[activator],CCCCNC(=O)c1cccc2c1CCN2C(=O)Nc1ccc(C)cc1
-19.6%,COc1ccc2c(CCNC(=O)c3cccc4ccccc34)c[nH]c2c1
-4.7%,COc1cccc(Cc2nc3ccccc3nc2SCC(=O)NCCc2ccccc2)c1
?,O=C1NCCCCCCN(Cc2ccncc2)[C@@H]2CN(C(=O)c3ccco3)CC[C@@H]12
-15.8%,Cc1cc(Br)cc(Cl)c1OCC(=O)Nc1cccc(N2CCCC2=O)c1
-16.6%,O=C(Nc1cccc2cccnc12)NC1CCCCC1
0.8%,O=C(CCC(=O)c1ccc(F)cc1)OCC(=O)c1cc(Cl)ccc1Cl
-16.2%,N#C/C(=C\c1ccccc1OC(=O)c1cccc2ccccc12)C(=O)Nc1ccccc1C(F)(F)F
-21.5%[86.2 µM],COc1ccc(Nc2cc3c(cn2)CN(Cc2ccncc2)CCN3)cn1
?,O=C(CCCn1c(=O)c2cccn2c2cccnc21)NCc1ccc(F)cc1
-1.3%[115 µM],Cc1ccc(NC(=O)N2CCN(c3nnnn3-c3cccc(C(F)(F)F)c3)CC2)cc1F
-17.1%[86.2 µM],CC(C)NC(=O)C[C@@H]1C[C@H]2O[C@H](CNC3CCC(F)(F)CC3)[C@@H](O)[C@H]2O1
-5.1%,COc1ccc(OC)c(NC(=O)C2CCC(CNc3c(N4CCOCC4)c(=O)c3=O)CC2)c1 (centres undefined)
-17.7%,Cc1ccccc1NC(=O)CCNC(=O)Cn1ccc2ccccc2c1=O
20.0%,Cc1ccc(C(=O)NC2CCCc3ccccc32)s1 (centres undefined)
i,CCN(Cc1ccccc1)C(=O)Cn1c(=O)n(-c2cccc(C)c2)c(=O)c2c1c1cc(OC)ccc1n2C
?,COc1ccc(-c2onc(C)c2C(=O)NC2CCCc3ccccc32)cc1 (centres undefined)
-3.4%,O=C(c1c[nH]c2ccccc12)C(Sc1ncc(C(F)(F)F)cc1Cl)c1ccccc1 (centres undefined)
20.9%,Fc1nc(F)c(F)c(Sc2nc3ccccc3s2)c1F
33.2%,CCOC(=O)CN1N=C(c2ccc(C)cc2)CCC1=O
24.8%,CC(=O)Oc1cccc(NC(=O)c2ccc3c(c2)C(=O)N(CC(C)C)C3=O)c1
-23.4%,COc1ccc(NC(=O)CCS(=O)(=O)c2cc3c4c(c2)CCN4C(=O)CC3)cc1OC
-4.4%,CCCSc1ncc(Cl)c(C(=O)Nc2c(C(=O)Nc3ccc(OC)cc3)oc3ccccc23)n1
45.7%[activator],Cc1cc(C)cc(N2CC(c3nnc(NC(=O)c4cccc(NC(=O)C(C)C)c4)s3)CC2=O)c1 (centres undefined)
?,CCC(C)Cc1nccc(C2(c3ccccc3Cl)CCNCC2)n1 (centres undefined)
-7.9%,CCC[C@@H]1CN(c2nc(SC)ncc2C(=O)OCC)C[C@H]1N(C)C
-7.4%,O=C(NC1(c2cc(F)ccc2F)CC1)[C@H]1CCC[C@H](O)C1
-13.7%,O=C(OC(C(=O)NCc1ccco1)c1ccc(Cl)cc1)c1cccs1 (centres undefined)
-17.0%,CCOc1ccc(NC(=O)c2sc(-n3nc(C)c(Cc4ccc(Cl)cc4)c3C)nc2C)cc1
?,Cc1cccc(Nc2nc(-c3ccccc3)c3cc(C)ccc3n2)c1
?,COc1ccc(CCNC(=O)c2cnc3sc(N4CCCCCC4)nn3c2=O)cc1OC
22.9%,CC(=O)c1cnn(-c2cc(Nc3ccc(F)cc3F)nc(C)n2)c1C
?,NC(=O)Cn1c(=O)n(-c2ccc(F)c(Cl)c2)c(=O)c2sc3ccccc3c21
16.6%,COc1cccc(CN(C)CC(=O)NC(=O)NC2CCCC2)c1OC
31.0%,COCC1CCN(C(=O)C2CCC(=O)N(C3CCCCCC3)C2)CC1 (centres undefined)
-46.0%,CCn1cc(C(=O)N2CCN(c3cccc(Cl)c3)CC2)c(=O)c2cc(S(=O)(=O)N3CCOCC3)ccc21
0.0%,COCC(=O)N/N=C\c1ccccc1OC/C=C/c1ccccc1
?,CCCN1CCCc2cc(CN(CCCN3CCOCC3)C(=O)Nc3ccc(Cl)c(Cl)c3)ccc21
2.6%,COc1cc(C)ccc1OCCn1c(-c2ccc(Cl)cc2)nc2ccccc2c1=O
-22.4%,Cc1ccc(NC(=O)CN(c2cc(C(F)(F)F)ccc2Cl)S(C)(=O)=O)cc1C

Next section:
KDM5B inhibitor,structure
56.2µM*,O=C(NC1CC1)c1ccc2nnc(-c3ccc(C(F)(F)F)cc3)n2c1
?,CCc1ccc(CNC(=O)c2cnc3sc(N4CCCCCC4)nn3c2=O)cc1
13.6%,C=CCn1c(NCCCOC)nc2c1c(=O)n(C)c(=O)n2C
9.9%,O=C(NCC1CCCO1)c1csc(N2CCN(c3ccccc3F)CC2)n1 (centres undefined)
-22.8%[86.2 µM],O=C(c1ccco1)N1Cc2[nH]cnc2C[C@H]1c1nc(-c2ccc(F)cc2)no1
-7.7%,Cn1nc(C2CCN(C(=O)c3ccoc3)CC2)c2c1CCOC2
27.6%,CC(C)COc1ccc(C(=O)Nc2ccc(O)c(-c3nc4ccccc4o3)c2)cc1
-0.6%,Cc1ccc(F)cc1NC(=O)NCCc1coc(-c2ccccc2)n1
16.5%,O=C(CSc1cn(CCNC(=O)c2ccccc2F)c2ccccc12)Nc1ccc(F)cc1
-8.5%,O=C(CSc1ncnc2ccccc12)N(Cc1ccccc1)Cc1ccccc1
?,O=C(c1ccc(Cl)cc1)N1CCC2(C1)C(=O)N(Cc1ccccc1)c1ccccc12 (centres undefined)
20.3%,CCCNC(=O)N(C1CCOCC1)C1CCN(S(=O)(=O)c2cccnc2)CC1
-13.1%,O=C(Nc1cccc(-c2ccc(F)cc2)c1)C1CCCN1C(=O)c1ccncc1 (centres undefined)

Structures listed so far that have a COOH group, in the order listed:
KDM5B inhibitor,structure
28.2µM*,COc1cc2c(cc1OC)C(C[C@H]1CN(C(=O)c3ccc(N(C)C)cc3)CC[C@H]1CC(=O)O)=NCC2
-14.0%[86.2 µM],Cc1nn(-c2ccccc2)c(C)c1[C@@H]1C=C[C@@H](NC(=O)CC(C)(C)CC(=O)O)C1
